Shn3 inh set2 – inhibitors of Schnurri-3 3'UTR reporter in osteoblasts; Clone20 osteoblast Shn3 3'UTR firefly luciferase, 24 h; inhibition, % at 12.5 µM; actives 0.52% (n = 360,000);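 active means mean inhibition of at least 75% with every replicate also reaching 75%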;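 further: 0% = median of neutral control wells and 100% = pilot-screen positive control compound; some compounds past the cut are filed as inactive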
NR2E3 ag-1 – agonists of human nuclear receptor NR2E3; Q9Y5X4; GST-NR2E3/biotin-RetCOR TR-FRET, 1536-well; inhibition of corepressor binding, % at 4.78 µM; actives 0.12% (n = 320,000); AID 2300;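 active means percent inhibition above the cutoff of mean plus 3 SD of all tested compounds, set per screening campaign, cut at about 20% in these data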;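 further: 0% = DMSO wells and 100% = biotin wells as full block of FRET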
Target sequence (Q9Y5X4 whole entry, looked up): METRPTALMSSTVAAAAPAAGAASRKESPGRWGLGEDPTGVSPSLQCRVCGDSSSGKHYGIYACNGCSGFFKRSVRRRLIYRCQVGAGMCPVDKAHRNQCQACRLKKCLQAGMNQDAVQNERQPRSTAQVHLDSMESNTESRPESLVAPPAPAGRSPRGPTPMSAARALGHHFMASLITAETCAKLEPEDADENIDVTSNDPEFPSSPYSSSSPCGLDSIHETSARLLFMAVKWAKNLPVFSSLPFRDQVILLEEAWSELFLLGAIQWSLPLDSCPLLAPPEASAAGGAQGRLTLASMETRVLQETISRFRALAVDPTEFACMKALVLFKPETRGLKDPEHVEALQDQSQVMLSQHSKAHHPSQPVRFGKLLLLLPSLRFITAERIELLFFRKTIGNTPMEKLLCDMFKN
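System: GST-tagged NR2E3 plus biotinylated RetCOR corepressor; Amount: 1.35 nM GST-tagged NR2E3 final; Dosing: single nominal compound dose of 4.8 µM; Schedule: 5 h incubation at 4 °C; Technique: TR-FRET with europium anti-GST and streptavidin-D2, 340 nm excitation; Controls: biotin wells as high control, 0.6% DMSO wells as low control.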
aDG glyco up – alpha-DG glycosylation activation; Pro5-aDG cells, alpha-DG glycosylation AlphaScreen (IIH6); 0% Pro5, 100% B10-LARGE cell signal; activation, % at 10 µM; actives 0.22% (n = 360,000); AID 624168;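 active means activation of at least 8% versus controls, or a plate z-score of at least 8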;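 further: Pro5 are CHO cells carrying HIG-tagged alpha-DG that lacks glycosylation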
TWEAK Fn14 block – blocks TWEAK-Fn14 interaction in a reporter cell assay | TWEAK-stimulated Fn14 reporter cells, luciferase luminescence, 8 h | inhibition, % at 10 µM | actives 2% (n = 360,000) | AID 1159606; in the data active means inhibition above about 50%
iPSC survival up – increases survival of single human iPS cells | survival enhancement, % at 20 µM | hiPSC single-cell survival, ATPlite luminescence; 100% = ROCK inhibitor wells, 0% = DMSO | actives 0.044% (n = 360,000); in the data active means survival enhancement above about 18%;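 further: cells exposed to compounds for 16 hours before the ATP read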
Peg3 prom inh – Peg3 promoter activity inhibition | AID 588405 | actives 1.7% (n = 360,000) | inhibition, % at 20 µM | HeLa PEG-Prom luciferase reporter, luminescence, overnight;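 active means inhibition of at least 50% at 20 µM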
CF NFkB inh – inhibitors of cystic fibrosis induced NF-kB | KKLEB NF-kB-GFP reporter, PAF-induced, GFP fluorescence overnight | inhibition, % at 5 µM | actives 0.86% (n = 360,000);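 active means at least 50% inhibition at 5 µM, scaled per plate between neutral and stimulator controls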;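 further: PAF is a Pseudomonas aeruginosa culture filtrate used as stimulus; plate controls were PAF-stimulated DMSO wells for no effect and unstimulated DMSO wells for full effect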
MITF TRPM1 inh – MITF TRPM1 promoter inhibition in SK-MEL-5 cells | SK-MEL-5 TRPM1 promoter luciferase, 24 h | inhibition, % at 12.5 µM | actives 0.83% (n = 330,000) | AID 488899;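 active means mean inhibition across replicates of 60% or more, whatever share of single replicates reaches that level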; further: values of inactives mirror those of a sister screen read the other way
NR2E3 ag-2 – human photoreceptor-specific nuclear receptor agonism; Q9Y5X4; CHO-S Gal4-NCOR/VP16-NR2E3 two-hybrid, luciferase; inhibition of corepressor binding, % at 3.98 µM; actives 0.35% (n = 360,000); AID 602229;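 active means inhibition above the mean of all tested compounds plus 3 SD, cut at about 70% in these data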;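 further: 0% = DMSO with NR2E3 transfected cells and 100% = cells lacking NR2E3 construct; higher means lower luciferase signal from less NR2E3 corepressor binding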
HIF-2a block – HIF-2a inhibition; 786-0 RCC cells HIF-2a reporter, luciferase luminescence, overnight; inhibition, % at 18.8 µM; actives 0.72% (n = 360,000); AID 624352;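 active means inhibition of the luminescence signal of 40% or more relative to plate controls, in a single-dose primary screen at 18.75 µM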
KKLEB cytotox – counter-screen for CF NF-kB inhibitors: cytotoxicity; KKLEB CF airway cells viability, ATPlite luminescence, overnight; stronger effect = lower value; cells stimulated with P. aeruginosa culture filtrate; activity change (cytotoxicity), % at 5 µM; actives 0.36% (n = 360,000);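 active means corrected activity change at or below -50% at 5 µM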
The depositor's hits bear a star; . = no result given.

Each structure is followed by: Shn3 inh set2	NR2E3 ag-1	aDG glyco up	TWEAK Fn14 block	iPSC survival up	Peg3 prom inh	CF NFkB inh	MITF TRPM1 inh	NR2E3 ag-2	HIF-2a block	KKLEB cytotox
> Cc1ccc(NC(=O)CSCC(=O)Nc2nnc(C)s2)cc1
→ -19	-1	0.4	-15	-0.6	3	-1	0	-10	12	2
> O=C(COC(=O)c1ccco1)NCc1cccs1
→ -2	1	0.2	-8	6.8	20	11	0	-34	5	-4
> COc1cccc(/C=N/NC(=O)CSc2ccccc2C)c1O
→ 75	-2	1.1	-14	-0.6	27	-1	9	-28	-56	21
> CCn1nc(NS(=O)(=O)c2ccccc2[N+](=O)[O-])c2cc3ccc(C)cc3nc21
→ 10	-1	-0.3	-13	-0.1	2	-12	11	-6	1	-19
> CC1CCCN(CCCNC(=O)CCn2nc(-c3ccccc3)ccc2=O)C1 (stereo not drawn)
→ -22	3	-0.4	-6	0.2	18	-9	-8	-2	15	4
> COc1ccccc1C(=O)Nc1ccc(N2CCN(S(C)(=O)=O)CC2)cc1
→ -21	-1	-0.3	-34	-0.6	-103	-12	-24	-45	-146	-4
> NCC(=O)Nc1ccc(Br)cc1
→ -10	3	-0.1	16	0.2	31	-20	17	-22	12	10
> O=C(/C=C/c1ccc(F)cc1)NCCNC(=O)/C=C/c1ccc(F)cc1
→ 16	0	0.1	-13	-0.3	27	14	0	2	6	2
> CC(C)OCCCNC(=O)C(Cc1ccccc1)NS(=O)(=O)c1ccc2c(c1)CCC(=O)N2 (stereo not drawn)
→ 4	-1	-0.1	-14	-0.1	-1	23	6	-10	4	-11
> O=C(Nc1ccc2oc(=O)ccc2c1)c1cc([N+](=O)[O-])ccc1N1CCOCC1
→ 12	-3	-0.2	-3	1.0	-5	-32	0	-6	-5	5
> CCn1cc(C(=O)O)c(=O)c2cc(F)c(N3CCN(C(=O)Nc4ccccc4)CC3)cc21
→ -36	0	0.1	17	9.4	4	26	6	-21	-6	-4
> Cc1ccc(S(=O)(=O)N2CCN(C(=O)COC(=O)/C=C/c3ccc(F)cc3)CC2)c(C)c1
→ -3	-3	0.2	-26	0.7	2	25	3	-1	9	-28
> Cc1ccc(NC(=O)c2cc(S(=O)(=O)N3CCCCC3)c[nH]2)cc1F
→ 10	3	0.1	-21	-0.6	14	19	-8	-12	7	2
> CCC1c2ccc(C)n2CCN1C(=O)Nc1ccccc1OC (stereo not drawn)
→ 0	5	-0.2	-3	-2.0	-49	-6	6	-32	-70	-16
> CCc1nc(N2CCN(C(=O)CCl)CC2)c2c3c(sc2n1)CC(C)CC3 (stereo not drawn)
→ 16	-1	-0.1	-8	-0.5	15	9	-1	-20	-9	-17
> Cc1cc(C)cc(NC(=O)[C@H](Cc2c[nH]c3ccccc23)NC(=O)[C@@H]2Cc3ccccc3CN2)c1
→ 30	-2	-0.1	-28	-1.6	7	14	10	-37	8	-8
> CC1(C)NC(=O)N(CC(O)COc2ccc(N3C(=O)c4ccccc4C3=O)cc2)C1=O (stereo not drawn)
→ -9	1	1.0	17	3.5	-7	-5	-7	-2	8	-8
> Cc1ccc(SCCNC(=O)c2ccc(C)c(S(=O)(=O)Nc3ccccc3C)c2)cc1
→ 6	4	0.1	7	3.2	21	6	9	5	-4	-10
> CCOC(=O)c1cccc(OC(=O)CCNC(=O)c2ccc(Cl)cc2)c1
→ -4	2	0.0	5	-0.4	-4	-38	-4	-11	-5	20
> O=C(COC(=O)c1ccc[n+]([O-])c1)Nc1ccc([N+](=O)[O-])cc1Cl
→ 1	.	-0.1	-2	-0.5	-6	-26	-9	0	-7	28
> COC(=O)C1=C(C)NC(C)=C(C(=O)OC)C1C(=O)OCC(=O)Nc1ccc(C(C)=O)cc1
→ 11	1	-0.5	8	1.0	19	12	-10	-4	7	3
> Cc1nc(N2CCCCC2)c2c(C)c(C(=O)Nc3cccc(C(F)(F)F)c3)sc2n1
→ 7	3	-0.1	35	1.3	22	17	-7	3	-15	-15
> CC1=NN(c2cccc([N+](=O)[O-])c2)C(=O)C1
→ 84	0	0.0	1	1.8	7	-12	15	-15	8	-3
> CC(C)N(C(=O)NC(=O)NCC1CCCO1)S(C)(=O)=O (stereo not drawn)
→ 7	0	-0.1	-2	-1.1	11	0	-11	-30	4	4
> COc1cccc(-n2c(CN3CCN(c4ccc(C)cc4)C(C)C3)nc3ccc([N+](=O)[O-])cc3c2=O)c1 (stereo not drawn)
→ 21	-2	-0.5	24	-2.2	5	4	21	-17	6	-2
> COc1ccc(OCCCC(=O)Nc2nnc(C3CCCO3)s2)cc1 (stereo not drawn)
→ -1	1	-0.1	-8	4.8	6	8	-7	-17	13	5
> CC1=C(C(=O)OC2CCCC(C)C2)C(c2ccccc2)NC(=O)N1 (stereo not drawn)
→ 23	-4	-0.1	-2	-0.4	11	1	2	-37	30	3
> COc1cccc(CN2CCNC(=O)C2CC(=O)NCCOc2cccnc2)c1OC (stereo not drawn)
→ -18	0	-0.1	9	0.6	0	8	1	-16	16	1
> O=C(O)CNS(=O)(=O)c1cccc(Cl)c1
→ -14	1	-0.2	-5	-0.3	0	10	-13	-1	10	-4
> O=C(NCCc1c[nH]c2ccccc12)Nc1cccc2ccccc12
→ 0	0	0.4	11	2.2	0	-5	3	3	-2	6

Arranged by value in MITF TRPM1 inh (smallest number first): some entries from above.
compound,Shn3 inh set2,NR2E3 ag-1,aDG glyco up,TWEAK Fn14 block,Peg3 prom inh,CF NFkB inh,MITF TRPM1 inh,NR2E3 ag-2,HIF-2a block
COc1ccccc1C(=O)Nc1ccc(N2CCN(S(C)(=O)=O)CC2)cc1,-21,-1,-0.3,-34,-103,-12,-24,-45,-146
COC(=O)C1=C(C)NC(C)=C(C(=O)OC)C1C(=O)OCC(=O)Nc1ccc(C(C)=O)cc1,11,1,-0.5,8,19,12,-10,-4,7
CCn1nc(NS(=O)(=O)c2ccccc2[N+](=O)[O-])c2cc3ccc(C)cc3nc21,10,-1,-0.3,-13,2,-12,11,-6,1
NCC(=O)Nc1ccc(Br)cc1,-10,3,-0.1,16,31,-20,17,-22,12

Going on with the list:
Each structure is followed by: Shn3 inh set2	NR2E3 ag-1	aDG glyco up	TWEAK Fn14 block	iPSC survival up	Peg3 prom inh	CF NFkB inh	MITF TRPM1 inh	NR2E3 ag-2	HIF-2a block	KKLEB cytotox
> CNS(=O)(=O)c1cccc(C(=O)OCC(=O)NCc2ccccc2)c1
→ 12	0	-0.1	7	-0.1	3	-5	3	-6	14	-2
> COc1ccc(N(CC(=O)NCCc2ccc(OC)c(OC)c2)S(=O)(=O)c2ccc(OC)c(OC)c2)cc1
→ -1	7	-0.2	5	0.4	11	4	0	-1	-3	-15
> COc1cccc(C(=O)Nc2ccc(N3CCN(C(=O)c4ccco4)CC3)cc2)c1
→ 0	-7	-0.2	5	-0.4	5	19	7	-19	-30	-15
> COCCNc1nc(-c2cc(C)n(CCc3ccc(OC)cc3)c2C)cs1
→ 7	-1	0.2	-7	0.2	-9	-10	0	-26	14	14
> Cc1ccc(-c2nnc(CN3CCCCC3C)o2)cc1 (stereo not drawn)
→ 11	-1	0.1	-9	-0.3	-58	0	-18	-28	-72	-1
> CCN(CCNC(=O)CS(=O)(=O)Cc1nc(-c2cccc(OC)c2)oc1C)c1ccccc1
→ -5	-2	-0.2	15	3.6	19	-4	1	19	14	-3
> C#CC(C)(C)NC(=O)CSc1nc2c(c(=O)n(C)c(=O)n2C)n1CCCC
→ -18	2	0.0	10	-1.2	7	15	.	-21	17	12
> Cc1csc(N2CCCC2c2nc3cc(Cl)c(N4CCCCC4)cc3n2CCCO)n1 (stereo not drawn)
→ -10	4	0.2	-1	6.9	-2	-1	4	0	3	2
> O=C(Nc1ccc2c(c1)OCO2)C(=O)c1c[nH]c2ccccc12
→ -65	-2	-0.7	1	-0.5	-265	-28	-37	-74	-230	-11
> N#Cc1c(NC(=O)COC(=O)C2=COCCO2)sc2c1CCCC2
→ -1	.	0.2	7	5.3	-27	-8	.	-19	-43	-5
> COc1ccc(-c2cnc(C(O)c3ccc(OC)c(F)c3)[nH]2)cc1 (stereo not drawn)
→ 6	.	0.1	-12	-1.1	0	-41	.	-7	-12	18
> CC(C)(C)NC(=O)N1CCn2cccc2C1c1ccccc1F (stereo not drawn)
→ .	-1	-0.1	13	-0.6	2	4	-7	-3	6	6
> COc1ccc([C@H]2C[C@@H](O)[C@H](n3cc(C4CC4)nn3)CN2C(=O)C2CCCCC2)cc1
→ -16	.	0.1	5	-2.3	-2	-17	.	-28	16	1
> CCOc1ccc(C(=O)Nc2cccc(C(C)=O)c2)cc1[N+](=O)[O-]
→ 11	-2	1.0	6	0.1	7	-8	0	18	1	1

For reference, part of the list above:
Each structure is followed by: Shn3 inh set2	NR2E3 ag-1	aDG glyco up	TWEAK Fn14 block	iPSC survival up	Peg3 prom inh	CF NFkB inh	MITF TRPM1 inh	NR2E3 ag-2	HIF-2a block	KKLEB cytotox
> N#Cc1c(NC(=O)COC(=O)C2=COCCO2)sc2c1CCCC2
→ -1	.	0.2	7	5.3	-27	-8	.	-19	-43	-5
> COc1ccc(-c2cnc(C(O)c3ccc(OC)c(F)c3)[nH]2)cc1 (stereo not drawn)
→ 6	.	0.1	-12	-1.1	0	-41	.	-7	-12	18
> CC(C)(C)NC(=O)N1CCn2cccc2C1c1ccccc1F (stereo not drawn)
→ .	-1	-0.1	13	-0.6	2	4	-7	-3	6	6
> COc1ccc([C@H]2C[C@@H](O)[C@H](n3cc(C4CC4)nn3)CN2C(=O)C2CCCCC2)cc1
→ -16	.	0.1	5	-2.3	-2	-17	.	-28	16	1
> CCOc1ccc(C(=O)Nc2cccc(C(C)=O)c2)cc1[N+](=O)[O-]
→ 11	-2	1.0	6	0.1	7	-8	0	18	1	1
